IkB sig inh – suppresses IkB signaling in ABC-DLBCL reporter cells | Potency, µM (titrated, usually from 57.1 µM), for the others: at the highest dose IkBa stabilization activation | AID 445 | ABC-DLBCL IkBa-CBG/CBR dual luciferase ratio, 4 h; response scale: scaled: untreated 0%, proteasome inhibitor 100% | hit rate 0.04% among 110,000; active = well fitted curve in the direction sought with a large enough effect in the signal ratio, not every such curve was filed as active; inconclusive = small, poorly fitted or top-dose-only effect, or a change in a side signal; the % refers to the signal ratio;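 note: the direction sought is a rising ratio; 0% = basal untreated cells and 100% = reference inhibitor full response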
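In this assay, an IκBα–CBG68 fusion accumulates when IKK-driven degradation is blocked; native CBR normalizes for cell number. OCI-Ly3 cells were treated 4 h with compound and doxycycline, then green and red light read after Chroma-Glo addition.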
Peg3 imprint – genomic imprint erasure induction. mouse ES Peg3-LacZ reporter, beta-gal luminescence, 40 h. Potency, µM (doses to about 60.7 µM), without a hit: at the top dose activity change, positive = activation, actives largely listed as activators. hit rate 0.02% among 110,000;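 note: 0% = negative control wells on the plate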
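Gelatin-coated wells received 300 freshly trypsinized female ES cells with a Peg3LacZ-Neo reporter on the maternal allele, then incubated 40 hours at 37C. BetaGlo was added for 5 minutes at room temperature before a single luminescence read.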
p53ts 39C tox – kills p53ts cells at the nonpermissive temperature | H1299-p53A138V viability at 39C, ATP luminescence, 24 h | Potency, µM (highest dose often 46.1 µM), for the others: top-dose activity change, negative = cell killing, hits mostly cytotoxic | hit rate 1.5% among 130,000; note: nearly all actives have a fitted effect of over 55% in size
p53ts 32C tox – cytotoxicity in p53ts cells at permissive temperature | H1299-p53A138V at 32C, ATP luminescence viability, 24 h | Potency, µM (top dose mostly 46.1 µM), without a hit: at the highest dose activity change, negative = cytotoxicity, actives largely listed as cytotoxic | hit rate 0.93% among 130,000;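 note: 0% = DMSO and -100% = full killing by reference compound; nearly all actives have a fitted effect of over 55% in size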
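Cells: H1299 p53ts (A138V), 600/well, pre-incubated 16–30 h at 37C. Cpd up to 46 uM, 24 h, 32C. Readout: ATPlite luminescence, 20 min RT. Normalization: DMSO vs tamoxifen 100 uM. AC50 by Hill equation.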
An asterisk follows results filed as active; ? = inconclusive; nt = no result given; & = joins results of further samples; [ ] = remark or other dose. Unless noted, calls come from the whole dose curve; as a rule, active = well fitted curve in the direction sought with a large enough effect; inconclusive = small, poorly fitted or top-dose-only effect, or another doubt; inactive = no such curve, though single readings can be large; an effect the other way counts as inactive or inconclusive. Unless noted, % is set by controls: 0 for no effect and ±100 for the full control effect; potency is the fitted concentration of half-maximal effect.

SMILES	IkB sig inh	Peg3 imprint	p53ts 39C tox	p53ts 32C tox
Cc1ccc(NC(=O)c2cc(S(=O)(=O)N3CCCCC3)c[nH]2)cc1F	-0.5%	-15.4%[10.9 µM]	-2.1%	15.8%
CCC1c2ccc(C)n2CCN1C(=O)Nc1ccccc1OC (stereo unspecified)	-0.3%	-13.7%	-23.3%	-13.0%
CCc1ccc2oc(C(=O)Nc3sc4c(c3C(=O)NC)CCCC4)cc(=O)c2c1	-0.2%	-7.9%[10.9 µM]	-4.1%	-11.4%
O=C(COC(=O)c1ccco1)NCc1cccs1	-0.2%	21.5%	8.5%	-6.6%
CCn1cc(C(=O)O)c(=O)c2cc(F)c(N3CCN(C(=O)Nc4ccccc4)CC3)cc21	-0.4%	9.1%	-4.4%	-0.5%
COc1cccc(CNC(=O)C(=O)NCC(c2ccco2)S(=O)(=O)c2cccs2)c1 (stereo unspecified)	0.2%	3.3%[10.9 µM]	-23.3%	-3.1%
COc1ccccc1C(=O)Nc1ccc(N2CCN(S(C)(=O)=O)CC2)cc1	-0.2%	-1.3%	?	-24.7%
CC1CCCN(CCCNC(=O)CCn2nc(-c3ccccc3)ccc2=O)C1 (stereo unspecified)	0.4%	14.6%	6.5%	-1.7%
CCC(=O)N1CCc2cc(Br)cc(S(=O)(=O)N3CCCC(C(=O)Nc4cccc(Cl)c4C)C3)c21 (stereo unspecified)	-0.4%	11.6%[10.9 µM]	3.3%	-3.6%
O=C(O)CSc1nc2ccc(Cl)cc2[nH]1	0.6%	-27.4%	-12.4%	5.5%
CC(Oc1ccc(Br)cc1)C(=O)Nn1c(=S)[nH]c2ncccc2c1=O (stereo unspecified)	nt	nt	4.0%	-16.9%
Cc1nnc(SCCN2CCOCC2)n1-c1cccc(Cl)c1	0.7%	3.2%	-1.2%	-3.4%

Reprinted at random: two compounds from above, in no set order.
SMILES	IkB sig inh	Peg3 imprint	p53ts 39C tox	p53ts 32C tox
CC(Oc1ccc(Br)cc1)C(=O)Nn1c(=S)[nH]c2ncccc2c1=O (stereo unspecified)	nt	nt	4.0%	-16.9%
COc1ccccc1C(=O)Nc1ccc(N2CCN(S(C)(=O)=O)CC2)cc1	-0.2%	-1.3%	?	-24.7%

Next entries
SMILES	IkB sig inh	Peg3 imprint	p53ts 39C tox	p53ts 32C tox
CC(C)(C)NC(=O)C(c1ccco1)N(Cc1ccc2c(c1)OCO2)C(=O)Cn1nnc2ccccc21 (stereo unspecified)	5.3%	1.4%	12.1%	5.3%
Cc1cccc(OCc2nnc(SCC(=O)N3CCN(C(=O)c4ccco4)CC3)n2C)c1C	0.5%	1.4%	2.8%	5.6%
CCCNC(=O)CCNS(=O)(=O)c1ccc2c(c1)c(=O)n(C)c(=O)n2C	0.6%	-6.2%[10.9 µM]	10.6%	5.6%
Cc1ccc(C(C)C)c(OCc2ccc(C(=O)Nc3ccc(S(N)(=O)=O)cc3C)o2)c1	?	-3.5%[10.9 µM]	?	?
CCn1cnc2cc(NCc3nc4ccccc4n3Cc3ccccc3)ccc21	nt	nt	-28.7%	-27.0%
COc1ccc(NC(=O)C2=C(C)Nc3ncnn3C2c2ccccc2C(F)(F)F)c(OC)c1 (stereo unspecified)	1.1%	0.6%	0.9%	5.0%
COC(=O)C1(C)NC(c2cccs2)C2C(=O)N(c3ccc(F)cc3)C(=O)C21 (stereo unspecified)	0.7%	15.7%	-0.1%	0.8%
COc1cccc(-c2[nH]c3c(c2-c2c(-n4cccc4)n(C)c(=O)[nH]c2=O)c(=O)[nH]c(=O)n3C)c1	0.2%	?	17.2%	4.6%
CCSc1nc2ccc(OC)cc2cc1C#N	nt	nt	0.2%	-30.2%
CCN(CCCNC(=O)c1cc2cc3ccc(OC)cc3nc2s1)c1cccc(C)c1	?	1.4%[10.9 µM]	12.6µM*	?
CN1CCN(c2cc3c(c4c2[nH]c2ccccc24)C(=O)CC(C)(C)C3)CC1	?	-36.5%[inhibitor]	-25.8%	1.8%
CCc1cccc(C)c1NC(=O)c1nc2ccccc2nc1N1CCCCC1	-0.5%	-14.8%[10.9 µM]	-17.8%	-2.1%

4 entries from above in another layout.
Cc1nnc(SCCN2CCOCC2)n1-c1cccc(Cl)c1
  IkB sig inh: 0.7%	Peg3 imprint: 3.2%	p53ts 39C tox: -1.2%	p53ts 32C tox: -3.4%

CC(C)(C)NC(=O)C(c1ccco1)N(Cc1ccc2c(c1)OCO2)C(=O)Cn1nnc2ccccc21 (stereo unspecified)
  IkB sig inh: 5.3%	Peg3 imprint: 1.4%	p53ts 39C tox: 12.1%	p53ts 32C tox: 5.3%

O=C(COC(=O)c1ccco1)NCc1cccs1
  IkB sig inh: -0.2%	Peg3 imprint: 21.5%	p53ts 39C tox: 8.5%	p53ts 32C tox: -6.6%

CC(Oc1ccc(Br)cc1)C(=O)Nn1c(=S)[nH]c2ncccc2c1=O (stereo unspecified)
  IkB sig inh: nt	Peg3 imprint: nt	p53ts 39C tox: 4.0%	p53ts 32C tox: -16.9%

(list continues)
SMILES	IkB sig inh	Peg3 imprint	p53ts 39C tox	p53ts 32C tox
c1ccc(-c2cc(N3CCCCC3)ncn2)cc1	-1.0%	-19.0%	-27.0%	-16.0%
Clc1ccc(-c2nnn3c2nc(NCc2ccc4c(c2)OCO4)c2ccccc23)cc1	?	-1.5%[10.9 µM]	-21.3%	9.4%
Cc1ccc(NC(=O)CN(C)S(=O)(=O)c2cccc3nsnc23)cc1Cl	?	-5.0%	-8.7%	-5.4%
Cc1cc(C)n2nc3nc4c(cc3c2n1)CCCC4	nt	nt	-13.9%	1.3%
O=C(NCCN1CCOCC1)c1ccc(CS(=O)(=O)c2ccc(Cl)cc2)o1	3.3%	-11.2%	-0.8%	-3.4%
COc1cc2c(cc1NC(=O)Cn1cnc3c1c(=O)n(C)c(=O)n3C)oc1ccccc12	1.0%	3.0%	-12.5%	-0.5%
C/C(=C\CO)CCC(C)CCCC(C)CCCC(C)C (stereo unspecified)	nt	?	3.2%	-3.2%
Nc1nc(-c2cccnc2)nn1C(=O)Cc1ccccc1	7.2%	7.1%	7.9%	9.6%
CCS(=O)(=O)N1CCC(C(=O)NCc2ccccc2OC)CC1	-0.8%	8.3%	-0.5%	12.3%
CC(C)(C)c1cc(C(=O)/C=C/c2ccc(C(=O)O)cc2)cc(C(C)(C)C)c1	nt	-30.4%[inhibitor]	?	20.6%
Fc1ccccc1-c1nc(-c2ccccc2)no1	3.1%	-58.6%[inhibitor]	0.4%	-21.1%
CC(=O)Cc1nsc(Nc2ccc3c(c2)OCCO3)n1	-1.0%	-49.5%[inhibitor]	-6.8%	-11.9%
COc1cc(NC(=O)c2cccs2)c(C(=O)OCC(=O)NCc2ccco2)cc1OC	?	-21.6%	-6.6%	-0.8%
CN1CCc2ccccc2Cc2[nH]c3ccccc3c2CC1	?	-11.4%&-15.4%	9.5%	-3.9%
CCOc1ccc(-c2csc(-c3c(N)c(C(=O)c4ccc5c(c4)OCO5)n4ccccc34)n2)cc1	3.7%	-5.5%[10.9 µM]	-12.6%	6.4%
COc1ccc(/C=C/C(=O)Nc2ccc(-n3nncc3-c3ccc(OC)c(OC)c3)cc2)cc1OC	nt	nt	-11.5%	32.0%[activator]
CCCCC(=O)Nc1ccc2nc(SCC(=O)N3CCOCC3)sc2c1	-0.8%	4.6%[10.9 µM]	-15.5%	?
Cc1noc(C)c1-c1ccc2ncnc(NCc3cccnc3)c2c1	?	-1.4%	-8.1%	5.8%
COc1cccc(N2CCN(C(=O)c3[nH]c(C)c(C(C)=O)c3C)CC2)c1	4.2%	-20.5%	-18.0%	10.2%
COc1cc(C2C(C(=O)c3ccc(C)o3)=C(O)C(=O)N2CCc2ccccc2)ccc1O (stereo unspecified)	2.0%	nt	7.7%	-2.9%
O=C(c1ccccc1)C1C(=O)c2ccccc2C1=O	7.4%	-16.3%	-14.3%	0.0%
COc1ccc(CCCc2nnc(SCC(=O)Nc3cc(C)ccc3C)o2)cc1	?	-10.0%[10.9 µM]	2.8%	4.5%
CCN(C(=O)CN1CCN(c2ccccc2OC)CC1)c1c(N)n(Cc2ccccc2)c(=O)[nH]c1=O	0.0%	3.1%	7.4%	-1.6%
CCn1ncc(C2=NOC(C(=O)Nc3cccnc3)C2)c1C (stereo unspecified)	nt	nt	-0.4%	-5.6%
CCONC(=O)Nc1ccccc1	nt	nt	-2.4%	28.2%
CC1CCN(C(=O)CSc2nnc(Cc3cccn3C)n2-c2ccc(F)cc2)CC1	-2.3%	-11.0%	1.3%	6.8%
Cc1ccc(NC(=O)CN2C(=O)CCSc3ccc(S(=O)(=O)N4CCCC4)cc32)cc1	-0.2%	-4.2%[10.9 µM]	-2.0%	2.5%
O=C(NCc1ccccc1Cl)c1nnc(Cc2ccc(Cl)cc2)o1	-0.3%	-7.3%[10.9 µM]	5.9%	9.0%
Clc1ccc(-c2nc(NCCN3CCOCC3)c3ccccc3n2)cc1	1.1%	-12.9%	-13.0%	17.1%
COCCN1C(=O)c2oc3c(C)cc(C)cc3c(=O)c2C1c1cccc(O)c1 (stereo unspecified)	1.2%	13.6%	-5.8%	-4.2%
COC(=O)c1ccc(N(C(=O)CNC(=O)c2ccco2)C(C(=O)NC2CCCC2)c2ccco2)cc1 (stereo unspecified)	nt	nt	8.3%	-1.9%
COc1ccc(-c2noc(-c3ccccc3C(=O)NCc3ccco3)n2)cc1OC	?	-17.5%	-5.9%	-19.7%
CCN(CCNC(=O)C1CCN(Cc2nc(-c3cccc(Cl)c3)oc2C)CC1)c1ccccc1	?	-20.3%	15.8µM*	12.6µM*
O=C(c1ccccc1)N1CC(COc2ccccc2)OC(c2ccco2)O1 (stereo unspecified)	3.0%	-8.8%	1.4%	-8.3%
COc1ccc(Cn2c(=O)[nH]c3cc(C(=O)N4CCN(c5cc(C)ccc5C)CC4)ccc3c2=O)cc1	?	-9.6%[10.9 µM]	-0.8%	-0.8%
Cc1noc(C)c1COC(=O)c1ccc2c(c1)S(=O)(=O)c1ccccc1C2=O	0.3%	14.2%	0.2%	-8.6%
Cc1ccccc1OCCn1c(-c2ccc(Cl)cc2)nc2ccccc2c1=O	-0.4%	-11.7%[10.9 µM]	3.1%	0.6%
COc1ccc(CCN=CC2=C(O)CCCC2=O)cc1OC	0.2%	-0.6%	-3.8%	-5.7%
O=C(COC(=O)c1cccs1)NC1CCCCC1	0.1%	-6.5%	-7.5%	1.6%
COc1ccc(C(=O)NCc2ccc3c(c2)CCN3C(=O)c2ccc(F)cc2)cc1	?	-10.2%[10.9 µM]	-18.9%	-11.7%
COc1ccc(CCNC(=O)C(C)n2c(=O)cc(C(F)(F)F)c3c(C)nn(C)c32)cc1OC (stereo unspecified)	?	-8.3%[10.9 µM]	8.6%	-0.4%
Cc1oc(-c2ccc(C(=O)NCCC(C)C)cc2)nc1CN1CCc2ccccc21	0.0%	-16.0%[10.9 µM]	-26.0%	-14.9%
O=C(Nc1nncs1)c1cccc(S(=O)(=O)N2CCCC2)c1	1.7%	-11.4%	-2.8%	1.8%
CCOC(=O)N1CCN(C(=O)C2CCC(CNS(=O)(=O)c3ccccc3)CC2)CC1 (stereo unspecified)	0.2%	-13.2%	0.8%	-0.4%
Cc1cc(C)c(S(=O)(=O)N(CC(=O)N2CCOCC2)C2CCCCC2)c(C)c1	2.4%	-1.4%	8.5%	4.9%
CC(=O)C1=C(c2ccccc2)NC(=O)NC1c1ccccc1OCC#N (stereo unspecified)	2.6%	-12.2%	7.9%	7.8%
COc1cc(S(=O)(=O)N2CCCCCC2)ccc1Cl	-0.4%	-12.7%	-6.5%	1.0%
N[C@@H](Cn1cc(F)c(=O)[nH]c1=O)C(=O)O	0.4%	-6.3%	3.6%	3.8%
COc1cccc(CNc2ncnc3onc(-c4ccc(F)cc4)c23)c1	-0.7%	-9.7%[10.9 µM]	-1.8%	2.5%
Cc1nc2nc(SCC(=O)NCCc3ccc(Cl)cc3)nn2c(C)c1Cc1c(F)cccc1Cl	?	-12.3%[10.9 µM]	-11.4%	40.8%[activator]

Bioassay records as filed in PubChem BioAssay.

Random draw from the library; any-hit rate near 1.7%.
